core dimer inh = HCV core protein dimerization inhibition; inhibition, % at 5 µM; TR-FRET GST/Flag-core106 dimerization, 1536-well; actives 0.33% (n = 300,000);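 active = inhibition above the mean of all tested compounds plus 3 SD, set per screening campaign, cut at about 45% in these data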
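Test system: GST/Flag-tagged HCV core106 proteins; Medium: KF-containing HEPES buffer, pH 7.45, DTT, CHAPS, BSA; Times: compound-protein-antibody incubation 4 h at 22.5 °C; Detection: TR-FRET 671 and 617 nm emission; Benchmarks: wells lacking GST-core106 and wells with excess unlabelled core106.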
GASC-1 inh = blocks human GASC-1 demethylase activity. Q9H3R0. GST-JMJD2C(1-420) H3K9me3 demethylation, DELFIA europium. inhibition, % at 2.35 µM. actives 0.069% (n = 330,000). AID 2099;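 active = more than half of a compound's replicate wells show inhibition beyond 50%, single wells judged on their own value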;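 also: signal counts dimethyl H3K9 product captured on neutravidin plate; 0% = median of DMSO wells and 100% = 0.3 times that DMSO median; strong numbers were not always called active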
Target sequence (Q9H3R0 1-420 limits assumed): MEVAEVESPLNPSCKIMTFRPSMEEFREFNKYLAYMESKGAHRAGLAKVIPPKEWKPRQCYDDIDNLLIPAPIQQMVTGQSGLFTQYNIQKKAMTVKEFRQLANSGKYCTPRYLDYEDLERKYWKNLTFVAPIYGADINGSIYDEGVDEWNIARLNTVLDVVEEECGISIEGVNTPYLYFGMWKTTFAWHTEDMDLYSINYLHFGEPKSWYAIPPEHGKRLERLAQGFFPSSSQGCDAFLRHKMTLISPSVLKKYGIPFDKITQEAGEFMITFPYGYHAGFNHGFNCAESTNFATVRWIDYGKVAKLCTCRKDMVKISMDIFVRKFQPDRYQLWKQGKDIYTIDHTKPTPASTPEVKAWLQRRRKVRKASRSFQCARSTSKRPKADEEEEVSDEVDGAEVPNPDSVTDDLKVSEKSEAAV
CTSL1 counter = blocks F. hepatica cathepsin L1 in PFM18AAP counter-screen; recombinant F. hepatica cathepsin L1, Z-Leu-Arg-MCA fluorescence; actives 0.49% (n = 300,000); inhibition, % at 5.96 µM;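 active = inhibition above the mean of all tested compounds plus 3 SD, set per screening campaign, cut at about 17% in these data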;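 also: 0% = plate median of test compound wells and 100% = 1 µM Z-Phe-Ala-diazomethylketone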
TPT1 inh = blocks Candida albicans tRNA 2'-phosphotransferase; recombinant caTPT1, FP RNA substrate dephosphorylation; inhibition, % at 5 µM; actives 0.81% (n = 300,000);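 active = inhibition above the mean of all tested compounds plus 3 SD, set per screening campaign, cut at about 24% in these data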;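 also: plate controls were DMSO alone for no effect and ferristatin control at 100 nM for full effect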
PP5 primary = PP5 (human) phosphatase inhibition; purified PP5c, OMFP substrate fluorescence; inhibition, % at 6.7 µM; actives 0.18% (n = 320,000); AID 1987;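 active = inhibition above the campaign's mean inhibition across all tested compounds plus 3 SD, cut at about 9.5% in these data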;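 also: 0% = DMSO only and 100% = 100 µM cantharidin control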
Efflux pump mplx = blocks antifungal efflux pumps in multiplex yeast assay | S. cerevisiae Candida pump triplex, Nile Red efflux | inhibition, % at 10 µM | actives 0.44% (n = 330,000);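 active = plate passing quality check with inhibition over a set limit, or well fluorescence over plate mean plus 4 SD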;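 also: Nile Red retained in pooled yeast measured as flow cytometry median fluorescence; 0% = buffer negative control and 100% = Enniatin B positive control; higher means more Nile Red kept so more efflux inhibition; some compounds called inactive have numbers as strong as hits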
proCasp7 act = counter-screen for procaspase-3 activators: activators of human procaspase-7 | P55210 | recombinant procaspase-7, Ac-DEVD-pNA absorbance 405 nm; D23A/D198A/D206A triple mutant, cannot self-cleave; scale: DMSO 0, 5 µM enzyme 100 | activation, % at 8.5 µM | actives 0.093% (n = 330,000);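 active = percent activation above the screen-wide mean plus 3 SD, cut at about 25% in these data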
Target sequence (P55210 whole entry D23A/D198A/D206A): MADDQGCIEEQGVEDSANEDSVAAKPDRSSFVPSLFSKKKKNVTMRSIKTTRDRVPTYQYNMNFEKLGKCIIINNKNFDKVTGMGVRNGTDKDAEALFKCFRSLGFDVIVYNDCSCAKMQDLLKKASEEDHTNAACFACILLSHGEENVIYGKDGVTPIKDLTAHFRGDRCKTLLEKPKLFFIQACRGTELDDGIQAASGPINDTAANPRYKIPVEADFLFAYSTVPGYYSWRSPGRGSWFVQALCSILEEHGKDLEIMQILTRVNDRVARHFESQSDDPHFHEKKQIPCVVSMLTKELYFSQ
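Assay system: Uncleavable procaspase-7 mutant enzyme | Input: 2 µM procaspase-7 mutant as dispensed | Timing: 1 h compound preincubation, 2 h substrate cleavage, 25 °C | Repeats: One well per compound | Control set: DMSO wells as 0%, DMSO with 5 µM added PC-7 as 100% | Technique: Epi-absorbance of released pNA at 405 nm, two timepoints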
procasp3 activ = activators of human procaspase-3. actives 0.11% (n = 330,000). recombinant procaspase-3 D3A, Ac-DEVD-pNA absorbance 405 nm. activation, % at 8.5 µM. P42574;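 active = activation above the mean of all tested compounds plus 3 SD, cut at about 21% in these data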;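 also: 0% = DMSO alone and 100% = DMSO wells spiked with extra 5 µM PC-3 D3A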
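Assay system – Procaspase-3 D3A mutant · Benchmarks – DMSO low control, extra-enzyme high control · Technique – 405 nm absorbance of p-nitroaniline, reads at 0 and 120 min · Doses – 8.5 µM nominal · Measure – % activation between DMSO and enzyme-spiked controls · Also added – Ac-DEVD-pNA chromogenic peptide substrate · Schedule – 1 h compound preincubation, 2 h substrate hydrolysis at 25 °C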
PP1 counter = PP1-alpha (human) inhibition in PP5 counter-screen | P62136 | actives 0.9% (n = 320,000) | purified PP1alpha, OMFP fluorescence | inhibition, % at 6.7 µM;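 active = inhibition above the mean inhibition of all tested compounds plus 3 SD, computed separately for each screening campaign, cut at about 15% in these data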
Target sequence (P62136 whole entry, looked up): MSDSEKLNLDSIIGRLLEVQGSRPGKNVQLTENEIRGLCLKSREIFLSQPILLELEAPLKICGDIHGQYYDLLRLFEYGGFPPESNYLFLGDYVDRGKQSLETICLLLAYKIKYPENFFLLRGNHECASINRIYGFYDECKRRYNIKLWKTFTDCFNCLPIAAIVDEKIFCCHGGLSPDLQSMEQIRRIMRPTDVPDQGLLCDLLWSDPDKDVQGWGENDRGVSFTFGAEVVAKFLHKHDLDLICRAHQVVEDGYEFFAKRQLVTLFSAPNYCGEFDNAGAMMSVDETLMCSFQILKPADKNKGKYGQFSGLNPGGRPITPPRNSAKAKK
The depositor's hits bear a star; nt = not tested or not shown. Compounds as they come. Share with any hit: about 2.9%.

SMILES	core dimer inh	GASC-1 inh	CTSL1 counter	TPT1 inh	PP5 primary	Efflux pump mplx	proCasp7 act	procasp3 activ	PP1 counter
O=C(N/N=C/c1ccc[nH]1)c1cccnc1	-3	1	4	2	1.9	-0.1	-4	-9	2
O=C(Nc1ccccc1F)C1(c2ccccc2)CC1(Cl)Cl (stereo not given)	-5	19	-3	-2	1.9	-0.4	0	4	-2
CC1CCCCN1S(=O)(=O)c1ccc(C(=O)N(CCCN(C)C)c2nc3ccc(Br)cc3s2)cc1 (stereo not given)	-28	-11	3	-3	5.8	0.1	-6	-8	11
CN(CC(=O)NC1CC1)S(=O)(=O)c1ccc(Br)cc1	7	3	-2	0	1.8	0.2	-5	-1	-8
CC(=O)c1ccc(NC(=O)CN2CCCC2)cc1	13	2	0	0	3.3	-0.1	2	1	1
CC1(C)CC(=O)C(C=Nc2ccc(O)c(N=CC3=C(O)CC(C)(C)CC3=O)c2)=C(O)C1	-30	15	-2	3	2.6	0.1	-28	-19	3
O=C(OCCc1cc2ccccc2c(=O)o1)c1ccc(F)cc1	nt	-1	nt	nt	4.7	0.6	0	7	-1
Cc1ccc(C(=O)Nc2ccc(S(=O)(=O)N3CCCC3)cc2)cc1	-12	-2	0	-8	0.4	0.0	0	-2	3
COC(=O)Cn1c2ccc(Cl)cc2c2nc(C)sc21	1	0	-3	2	1.9	0.0	-5	5	-5
Cc1ccccc1C(=O)Nc1ccc(O)c2c(=O)cc(-c3ccccc3Cl)oc12	-4	-1	3	0	2.4	nt	-9	1	3
CC(C)Cc1nc2sc3c(=O)[nH]cnc3c2c2c1CCCC2	3	2	-1	-6	2.1	-0.1	-9	5	5
Cc1ccc2c(c1)CC1(CN2C)C(=O)OC2(CCCCC2)OC1=O	-8	3	4	-3	-4.1	-0.1	2	-4	0
COC(=O)CCC/C=C1/SCC(NC(=O)c2ccccc2)C1NC(C)=O (stereo not given)	1	-3	3	2	-2.5	0.0	3	-3	2
Cn1[nH]c(=O)c(Cl)c(Cl)c1=O	-7	1	0	-2	-1.0	-0.2	-5	8	9
CC(C)c1ccc(C2C(C(=O)c3ccco3)=C(O)C(=O)N2CCN2CCOCC2)cc1 (stereo not given)	2	-1	0	5	4.3	0.2	-18	-1	3
O=c1cccccc1NN=C1CCCCC1	-4	-6	2	17	-1.7	0.0	-2	6	0
Cc1nnc(SCC(=O)N2CCN(S(=O)(=O)c3ccccc3)CC2)s1	1	3	-3	0	-0.9	-0.1	1	-2	0
CCCc1cc(=O)[nH]c(/N=C(\N)Nc2ccccc2)n1	-1	-6	-1	-4	3.4	-0.1	1	-3	0
Cc1cc(=O)[nH]c(SCC(=O)Nc2ncc(S(=O)(=O)c3ccc([N+](=O)[O-])cc3)s2)n1	15	42	0	-8	0.8	0.1	2	-1	-1
Cc1ccc(C(C)C)c(OCC(=O)OCC(=O)NC2CC2)c1	nt	-3	nt	nt	nt	0.1	-3	1	nt
O=[N+]([O-])c1ccc(S(=O)(=O)Nc2ccc(-c3ccc(N4CCCC4)nn3)cc2)cc1	23	1	10	0	2.6	0.1	13	3	0
Cc1noc(C)c1CSCC(=O)Nc1cc(Cl)ccc1N1CCOCC1	-4	4	3	-1	1.5	0.1	5	2	1
COCCn1nnnc1C(c1ccc(OC)cc1OC)N1CCN(c2ccccc2F)CC1 (stereo not given)	5	-2	9	3	-0.5	0.2	2	9	5
COc1ccc(C(CC(=O)O)NC(=O)c2cccs2)cc1 (stereo not given)	-3	-3	1	-1	-0.9	-0.1	-1	9	-4
COc1cc(CCCN2CCNC[C@@H]2Cc2ccccc2)cc(OC)c1OC	-11	-4	0	-8	1.5	-0.2	-1	7	1

Only core dimer inh, for some of the entries so far:
| smiles | core dimer inh |
| --- | --- |
| Cc1ccc(C(=O)Nc2ccc(S(=O)(=O)N3CCCC3)cc2)cc1 | -12 |
| COC(=O)Cn1c2ccc(Cl)cc2c2nc(C)sc21 | 1 |
| Cc1ccccc1C(=O)Nc1ccc(O)c2c(=O)cc(-c3ccccc3Cl)oc12 | -4 |

Continued.
SMILES	core dimer inh	GASC-1 inh	CTSL1 counter	TPT1 inh	PP5 primary	Efflux pump mplx	proCasp7 act	procasp3 activ	PP1 counter
OCCC1CN(Cc2cccn2-c2ncccn2)CCN1C1CCCC1 (stereo not given)	1	0	-2	-1	-1.8	-0.1	19	3	3
Cc1ccnc(NC(=O)CNC(=O)c2sc3ccccc3c2Cl)c1	9	1	4	2	1.0	0.1	-3	-4	-11
O=S(=O)(Nc1cccc(S(=O)(=O)N2CCOCC2)c1)c1ccc2c(c1)OCCO2	2	2	1	-1	2.2	0.1	8	-1	-1
COc1ccc(/C=C/C(=O)N2CCN(C)CC2)cc1S(=O)(=O)N1CCCCC1	-4	-2	-7	3	-0.8	0.3	-4	1	-4
COc1ccc(-c2csc(N(C)C(=O)c3cccs3)n2)cc1	2	-2	3	-1	0.6	0.2	3	-8	-1
CC(=O)C1=C(C)N(Cc2ccccc2)C(=O)N[C@H]1c1cccc(F)c1	-16	2	-3	-4	2.7	0.0	0	1	-2
CCOc1ccc2c(c1)sc(N)[n+]2Cc1cc(C)cc2cccnc12	-1	-16	-3	1	2.9	0.3	-3	8	7
CCOC(=O)c1cccc(NC(=O)C2CCN(S(=O)(=O)c3cccs3)CC2)c1	1	-8	3	1	7.8	0.8	2	-5	-1
Clc1ccc(CN2CC[C@H]3C=CCc4cccc(c43)C2)cc1	nt	5	nt	nt	1.4	0.1	-8	7	0
COc1cc(-c2nc(=S)[nH][nH]2)cc(OC)c1OC	-2	0	0	0	2.4	-0.1	-31	-14	-2
CCc1ccc2c(c1)C1(C(=O)N2)N2CCCC2C(C(=O)c2ccc3ccccc3c2)C12C(=O)Nc1ccccc12 (stereo not given)	24	-2	-2	-4	2.4	-0.1	0	-1	-1
O=[N+]([O-])c1ccc2c(c1)nc(CO)n2Cc1ccccc1	-5	2	3	2	1.1	0.2	4	-2	0
CCC(=O)Oc1c(C(=O)CC)cc2c(C)cc(=O)oc2c1C	0	2	-8	1	1.3	0.3	-3	6	-4
CN(C)c1cccc2c1c(NS(=O)(=O)c1cn(C)cn1)nn2C	-21	-7	-9	0	4.1	0.0	-12	-5	-7
CCn1c(C(=O)O)c(CC(=O)Nc2ccccc2OC)c2ccccc21	14	11	3	-5	-0.7	-0.1	0	5	1
CCn1cc(C(=O)NC(C)CCc2ccccc2)c(=O)c2cc(S(=O)(=O)N(C)C)ccc21 (stereo not given)	9	15	1	-1	4.0	0.1	4	9	-2
COc1ccc(Cl)cc1NC(=O)Nc1ccccc1C(N)=O	0	22	2	1	3.6	0.1	-5	-4	-2
COC(=O)CN1C(=S)N(c2ccc(Cl)cc2)C(=O)C1CC(=O)Nc1ccccc1 (stereo not given)	-8	0	1	0	4.2	0.9	6	-9	-1
CC(C)c1cc(-c2cc(C(=O)Nc3ccccc3)on2)nc(NCC2CC2)n1	-3	-1	3	-1	7.5	0.2	10	3	2
Clc1ccc(OCc2noc(-c3ccsc3)n2)c(Cl)c1	-1	-1	2	-1	0.1	0.0	-2	6	-2
COc1ccc(OC(C)C(=O)Nc2cccc(OC)c2)cc1 (stereo not given)	-2	-2	-1	0	1.7	0.1	3	7	-2
CCc1ccc(OCCn2cccn2)cc1	4	6	-2	-1	-0.3	-0.2	6	9	0
COC(=O)c1ccsc1-n1cc(C#N)c(=O)n(C)c1=O	-1	18	-2	-3	-2.6	0.0	6	2	-5
COc1ccc(OC)c(S(=O)(=O)N2CCCC(C(=O)N3CCC(C(N)=O)CC3)C2)c1 (stereo not given)	-3	-4	-1	-2	3.1	-0.1	3	0	-6
COC(=O)[C@@H]1C[C@@]2(O)[C@H](O)[C@H](O)[C@H](O)C[C@H]2N1Cc1ccc(C)s1	-10	nt	-5	1	0.7	nt	8	11	1
(cont.)
SMILES	core dimer inh	GASC-1 inh	CTSL1 counter	TPT1 inh	PP5 primary	Efflux pump mplx	proCasp7 act	procasp3 activ	PP1 counter
CC(C)N1CCC(N2CCN(Cc3ccc(-c4ccc(Cl)cc4)o3)CC2CCO)CC1 (stereo not given)	0	-27	0	1	1.7	-0.3	0	-6	-4
Cc1cccc2[nH]c3c(N4CCC5(CC4)OCCO5)ncnc3c12	2	-11	-1	0	0.3	0.1	-1	0	3
CCCCSc1nc2c(cnn2-c2ccccc2)c(=O)n1N	0	7	7	-2	1.9	0.1	-5	8	-3
COc1cc(C(=O)OCC(=O)NCCCc2ccccc2)ccc1OCC(C)C	-16	-6	4	-1	5.1	-0.1	-2	4	0
Cc1ccc(NC(=O)c2ccc3c(c2)CCN3S(C)(=O)=O)cc1C	0	2	4	2	1.0	0.2	-4	-3	0
CC(C)Cn1c(SCC(=O)N2CCOCC2)nc2ccccc2c1=O	nt	nt	nt	nt	-2.6	0.0	14	-7	-6
COc1ccc(NC(=O)c2ccc(C#N)cc2)cc1NS(=O)(=O)c1ccc(F)cc1	12	20	-1	3	1.6	0.3	13	11	4
O=C(NCCc1nnc2ccc(NCc3ccc(Cl)cc3)nn12)c1ccccc1	2	0	1	-3	1.8	-0.1	12	-6	-2
COc1ccc(C(=O)Nc2ccc(S(=O)(=O)Nc3nccc(C)n3)cc2)cc1OC	-1	95	-1	2	-1.1	-0.1	14	5	-4
C[C@@H]1CN([C@H](C)CO)C(=O)Cc2cc(NC(=O)Nc3ccccc3)ccc2O[C@@H]1CN(C)Cc1ccc2c(c1)OCO2	nt	-2	nt	nt	nt	0.5	-2	5	nt
CC[C@@]12C(=O)N(c3ccc(C)cc3)C(=O)N1[C@H](c1ccc(OC)cc1)[C@@H]1C(=O)N(C(C)(C)C)C(=O)[C@@H]12	0	-6	-1	-1	0.0	0.0	-13	6	-6
Cc1ccc(/C=N/NC(=O)c2cccs2)o1	5	-8	2	0	0.2	-0.2	3	-4	-3
C(=N\Nc1nc2ccccc2s1)/c1ccc2c(c1)OCO2	-11	-4	2	3	0.8	0.0	3	-3	7
C[C@H](NC(=O)C1CC(=O)N(c2ccc3c(c2)OCCO3)C1)C(=O)NC1CCCC1 (stereo not given in full)	7	-6	-2	-3	-0.8	0.1	13	6	1
CC(C)Cc1nnc(NC(=O)CCC(=O)N2CCN(c3ccc([N+](=O)[O-])cc3)CC2)s1	7	-1	3	1	1.8	0.1	-2	-12	-1
COc1ccccc1CNC(=O)c1cc2c(s1)CS(=O)(=O)C2	14	nt	-1	2	2.3	0.0	9	0	-1
O=C(COc1ccccc1)NCC(=O)N1CCCCCC1	nt	nt	nt	nt	1.9	0.0	2	4	-2
C=CCNC(=S)Nc1sc2c(c1C(N)=O)CCCC2	-6	15	8	6	1.3	-0.1	-21	-18	-7

Source: PubChem BioAssay
